# Bioassay records deposited in PubChem by National Center for Advancing Translational Sciences (NCATS).
# Pol iota inh = inhibitors of human DNA polymerase iota; Pol iota fluorescent replication assay, 10 min; Potency, µM (series often up to 115 µM), for inactives: at the highest dose activity, negative = inhibition, actives largely listed as inhibitors; Q9UNA4; AID 588590; 390,000 compounds, 1% hits
#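 Pol iota at 10 nM preincubated 15 min with compounds at room temperature; reaction started with fluorescent substrate, 50 nM final. Fluorescence read kinetically at 0 and 10 min; buffer-only wells as negative control.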
# APEX1 inh = inhibitors of human APE1 endonuclease; P27695; recombinant APE1, TAMRA/BHQ-2 abasic DNA cleavage fluorescence; Potency, µM (top dose mostly 65.8 µM), without a hit: at the highest dose activity change, negative = inhibition, actives largely listed as inhibitors; 350,000 compounds, 0.35% hits; AID 2517;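 note: plate controls were vehicle for no effect and reference inhibitor for full effect; nearly all actives have a fitted effect of over 55% in size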
# Target sequence (P27695 whole entry, looked up): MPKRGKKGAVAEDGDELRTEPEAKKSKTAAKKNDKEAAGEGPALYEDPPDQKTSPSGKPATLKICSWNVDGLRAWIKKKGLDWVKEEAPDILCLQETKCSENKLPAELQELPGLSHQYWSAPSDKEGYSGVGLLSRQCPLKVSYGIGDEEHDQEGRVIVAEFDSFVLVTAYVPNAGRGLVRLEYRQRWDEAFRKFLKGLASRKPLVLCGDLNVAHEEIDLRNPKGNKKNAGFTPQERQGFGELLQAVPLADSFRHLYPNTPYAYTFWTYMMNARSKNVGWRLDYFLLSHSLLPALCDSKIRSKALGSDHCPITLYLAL
#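 Readout is kinetic fluorescence (ex 525, em 598 nm) from cleavage of 50 nM TAMRA/BHQ-2 THF abasic duplex by 0.75 nM APE1, compound added 15 min beforehand at RT.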
# Pol kappa inh = blocks human DNA polymerase kappa activity | Q9UBT6 | purified Pol kappa, fluorescent DNA synthesis assay, 10 min | Potency, µM (series often up to 107 µM), without a hit: at the highest dose activity, negative = inhibition, actives largely listed as inhibitors | 400,000 compounds, 0.53% hits | AID 588579; note: % is set by controls: 0 for no effect and ±100 for the full control effect
#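 10 nM Pol kappa was preincubated with compounds for 15 min at room temperature. Reaction started with 50 nM (final) substrate. Fluorescence read kinetically at 0 and 10 min.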
# BAZ2B block = BAZ2B (human) inhibition; Q9UIF8; 360,000 compounds, 4.4% hits; Potency, µM (doses to about 114 µM), for inactives: at the highest dose activity change, negative = inhibition, most hits filed as inhibitors; AlphaScreen BAZ2B-H3K14Ac peptide displacement; note: % is set by controls: 0 for no effect and ±100 for the full control effect; nearly all actives have a fitted effect of over 60% in size
#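 Inhibition is scored as reduced AlphaScreen emission. The BAZ2B/b-H3(5-23)K14Ac complex (50 nM each) in PBS pH 7.4, 0.01% Tween-20 meets compound (up to 110 uM) for 30 min at RT before bead addition.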
# G9a inh = G9a (human) methyltransferase inhibition; Q96KQ7; G9a H3K9 monomethylation, AlphaScreen, 2 h; Potency, µM (top dose mostly 102 µM), inactives show at the highest dose activity, negative = inhibition, hits mostly inhibitors; 350,000 compounds, 8.8% hits; note: % is set by controls: 0 for no effect and ±100 for the full control effect; nearly all actives have a fitted effect of over 75% in size
#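 AlphaScreen read-out: biotin-H3K9 peptide (500 nM) methylation by 20 nM enzyme with 20 uM SAM, 2 h at room temperature after 15 min compound preincubation; anti-monomethyl H3K9 antibody plus donor/acceptor beads, 10 min dark.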
# BLM helicase inh = inhibitors of human Bloom syndrome helicase BLM; Potency, µM (highest dose often 56.1 µM), for the others: at the top dose activity change, negative = inhibition, hits mostly inhibitors; recombinant BLM DNA unwinding, fluorescence dequenching; 350,000 compounds, 0.2% hits;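 note: plate controls were vehicle for no effect and no enzyme for full effect; nearly all actives have a fitted effect of over 35% in size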
# Pol eta inh = inhibitors of human DNA polymerase eta; Q9Y253; recombinant Pol eta, fluorescent DNA replication assay; Potency, µM (titrated, usually from 114 µM), inactives show top-dose activity change, negative = inhibition, usual class: inhibitors; 390,000 compounds, 1.2% hits; AID 588591; note: % is set by controls: 0 for no effect and ±100 for the full control effect
# Target sequence (Q9Y253 whole entry, looked up): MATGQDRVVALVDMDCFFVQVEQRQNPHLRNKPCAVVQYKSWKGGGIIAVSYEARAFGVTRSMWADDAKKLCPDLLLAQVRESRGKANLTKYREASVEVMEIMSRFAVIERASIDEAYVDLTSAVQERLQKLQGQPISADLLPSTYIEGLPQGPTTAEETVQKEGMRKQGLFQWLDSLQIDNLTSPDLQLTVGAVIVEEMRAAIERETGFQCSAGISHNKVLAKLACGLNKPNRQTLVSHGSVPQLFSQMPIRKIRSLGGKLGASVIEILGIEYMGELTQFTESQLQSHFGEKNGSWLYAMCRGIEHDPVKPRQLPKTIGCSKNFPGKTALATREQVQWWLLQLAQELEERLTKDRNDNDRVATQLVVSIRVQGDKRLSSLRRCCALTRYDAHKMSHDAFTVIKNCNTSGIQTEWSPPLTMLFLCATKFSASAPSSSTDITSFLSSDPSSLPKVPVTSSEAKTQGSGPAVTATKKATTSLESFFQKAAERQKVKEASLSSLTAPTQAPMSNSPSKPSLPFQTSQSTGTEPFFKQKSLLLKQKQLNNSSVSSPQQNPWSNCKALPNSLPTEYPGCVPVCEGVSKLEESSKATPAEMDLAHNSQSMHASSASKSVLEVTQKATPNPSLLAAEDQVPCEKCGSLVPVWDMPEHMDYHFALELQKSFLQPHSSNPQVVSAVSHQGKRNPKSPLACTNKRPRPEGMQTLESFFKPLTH
#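 Pol eta at 10 nM preincubated with compounds 15 min at room temperature; reaction started with fluorescent substrate (50 nM final) and read kinetically at 0 and 10 min.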
# POLB inh = blocks human DNA polymerase beta activity | P06746 | Potency, µM (highest dose often 114 µM), for inactives: top-dose activity change, negative = inhibition, hits mostly inhibitors | 340,000 compounds, 1.3% hits | Pol beta primer extension/strand displacement, fluorescence kinetic; note: % is set by controls: 0 for no effect and ±100 for the full control effect
#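 Values derive from four-parameter Hill fits of normalized kinetic data: reads at 0 and 10 min following addition of 50 nM substrate to 10 nM Pol beta preincubated 15 min with compound.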
# JMJD2A Tudor = JMJD2A Tudor domain (human) inhibition | O75164 | AlphaScreen JMJD2A-Tudor / H3K4me3 peptide binding | Potency, µM (doses to about 114 µM), for the others: at the highest dose activity change, negative = inhibition, actives largely listed as inhibitors | 390,000 compounds, 4.4% hits | AID 504339; note: % is set by controls: 0 for no effect and ±100 for the full control effect; nearly all actives have a fitted effect of over 50% in size
# * marks the source's active call; other numbers are inactive results; ? = inconclusive; · = no result given; & = joins results of further samples; ! = not confirmed by another sample; [ ] = another dose, or the depositor's remark. Calls come from the whole dose curve; as a rule, active = well fitted curve in the direction sought with a large enough effect; inconclusive = small, poorly fitted or top-dose-only effect, or another doubt; inactive = no such curve, though single readings can be large; an effect the other way counts as inactive or inconclusive. Potency is the fitted concentration of half-maximal effect. This is a subset; rates above refer to the full screens.
SMILES,Pol iota inh,APEX1 inh,Pol kappa inh,BAZ2B block,G9a inh,BLM helicase inh,Pol eta inh,POLB inh,JMJD2A Tudor
O=C(COC(=O)c1ccc(S(=O)(=O)NCc2ccco2)cc1)Nc1ccccc1,35%[activator],35%,-16%,10%,?,·,-15%,·,-6%
COc1ccc(Br)cc1C(=O)Nc1cccc2ccc(C)nc12,-15%,·,-7%,-13%,6%[59 µM],-2%,1%,-1%,-7%
CCOc1ccc(S(=O)(=O)NCCCn2ccnc2)cc1NC(C)=O,11%,33%,2%,-8%,?,-2%,-8%,2%,-5%
COc1ccc(N(C)C(=O)Nc2ccc3c(c2)nnn3C)cc1,62%[activator],-2%,-2%,-1%,?,-3%,1%,19%,-8%
Cc1ccc(-c2nc(C#N)c(NCC3CCCO3)o2)cc1 (stereo not given),81%[activator],19%,-1%,?,-7%[12.7 µM],-6%,-21%,4%,-12%
CCC(CC)c1nnc(NC(=O)c2ccc3ccccc3n2)s1,0%,-4%,-3%,12%,5%,-4%,-5%,36%,-19%
CCN(CC)C(=O)C(C)N(C#N)c1nc(SC)nc(N(C)C)n1 (stereo not given),-1%[58.9 µM],2%,-11%,-2%,-9%[59 µM],-5%,-14%,15%,-12%
CN1CCN(c2ccc(S(=O)(=O)Nc3ccccc3)cc2[N+](=O)[O-])CC1,8%,2%,-10%,-30%,-3%[59 µM],-10%,-5%,19%,?
C[N+]1(C)CC2=Cc3ccccc3CC2C1 (stereo not given),31%[activator],16%,-16%,1%,·,-10%,11%,9%,-2%
COC(=O)c1cc(CSC(=N)N)ccc1OCCC(C)C,-1%,-1%,1%,-34%,1%,-6%,-17%,2%,-10%

# Four entries out of the list above, ordered by the value under APEX1 inh, largest number first:
Compound,APEX1 inh
Cc1ccc(-c2nc(C#N)c(NCC3CCCO3)o2)cc1 (stereo not given),19%
COC(=O)c1cc(CSC(=N)N)ccc1OCCC(C)C,-1%
COc1ccc(N(C)C(=O)Nc2ccc3c(c2)nnn3C)cc1,-2%
CCC(CC)c1nnc(NC(=O)c2ccc3ccccc3n2)s1,-4%

# (continued)
SMILES,Pol iota inh,APEX1 inh,Pol kappa inh,BAZ2B block,G9a inh,BLM helicase inh,Pol eta inh,POLB inh,JMJD2A Tudor
Cc1ccc(NC(=O)c2oc3ccccc3c2NC(=O)c2ccc(F)c(F)c2)cc1,21%,·,-1%,1%,17%[59 µM],-9%,-30%,17%,-2%
COc1ccccc1/C=C/C(=O)N1CCN(S(=O)(=O)c2cc(C)ccc2C)CC1,-7%,6%,4%,5%,-1%[12.7 µM],·,-15%,·,-28%
CC(=O)N1CCN(S(=O)(=O)c2ccc(S(=O)(=O)NCC(C)C)cc2)CC1,14%,-1%,-10%,0%,13%[59 µM],3%,-6%,15%,0%
COc1cc(NC(=O)CN(C)Cc2ccc(OC(F)F)cc2)c(C)cc1[N+](=O)[O-],17%,0%,-18%,4%,?,3%,-16%,2%[57.1 µM],-26%
COc1ccccc1NC(=S)N1CCn2cccc2C1c1cccnc1 (stereo not given),60%[activator],-6%,-12%,-33%,56µM*,-4%,-5%,9%,-22%
CC(=O)c1ccccc1NC(=O)COC(=O)CN1C(=O)C2CCCCC2C1=O (stereo not given),21%,4%,3%,?,-79%[12.7 µM],·,-15%,·,7%
COCCNC(=O)CSCc1cc(C)cc(C)c1,84%[activator],13%,-6%,15%,26%,2%,-6%,39%[activator],-9%
O=Cc1ccccc1OCCCOc1cccc2cccnc12,-15%,9%,-2%,-6%,11%,-1%,-7%,-2%,-4%
O=C(CCCn1c(=S)[nH]c2cc3c(cc2c1=O)OCO3)N1CCN(c2ccc(Cl)cc2)CC1,29%,-2%,-12%,0%,2%[59 µM],-13%,-14%,2%,6%
COCCNC(=O)C1CC(c2cccc([N+](=O)[O-])c2)=NO1 (stereo not given),19%,1%,18%,7%,22%[59 µM],-2%,-11%,19%,-3%
O=C(C[C@@H]1C/C=C\C[C@H](Cc2ccc(F)cc2)C(=O)OC[C@H]2CCCN2C1=O)NCCO,-10%,-15%,8%,·,·,·,-8%,·,1%
COc1ccc(-c2cn3nc(N4CCCC(C(=O)NCc5ccccc5C)C4)sc3n2)cc1 (stereo not given),-29%,·,-21%,-11%,?,0%,3%,?,?
CCCC(C)CO (stereo not given),9%,4%&0%,17%,8%,5%[0.501 µM],·,-12%,·,-2%
CCN(c1ccccc1)S(=O)(=O)c1ccc(NC(=O)c2cc(=O)c3cc(C)cc(C)c3o2)cc1,11%,·,19%,-11%,-2%[59 µM],-2%,-10%,9%,-3%
O=C(O)c1cc([N+](=O)[O-])cc2ccccc12,8%,·,-3%,·,·,·,-16%,·,-26%
CN(C)S(=O)(=O)c1ccc(Cl)c(NC(=O)CNC2(C)CCS(=O)(=O)C2)c1 (stereo not given),10%,6%,-5%,·,·,·,-9%,·,-4%
O=C(c1ccc(S(=O)(=O)N2CCCC2)cc1)N1CCN(Cc2ccc3c(c2)OCO3)CC1,-13%,-3%,1%,-4%,-27%[12.7 µM],-3%,-14%,-27%,-5%
CN(C(=O)COC(=O)Cc1c[nH]c2ccccc12)c1c(N)n(Cc2ccccc2)c(=O)[nH]c1=O,23%,52%,4%,4%,13%[59 µM],·,-10%,·,4%
Cn1c(SCC(=O)Nc2ccc(F)cc2)nc2c([nH]c3ccccc32)c1=O,2%&-4%,-4%,-13%,-12%&-8%,-30%,-1%&-6%,-4%&-9%,-2%&-14%,-24%&-7%
COc1ccc(NC(=O)Cn2ccn(-c3ccccc3)c(=O)c2=O)cc1,-3%,·,-4%,-24%,?,-5%,8%,27%,-15%
CN(CC(=O)Nc1c(Cl)cccc1Cl)C(=O)CCC(=O)c1ccccc1,36%[activator],31%,-3%,2%,50µM*,·,-8%,·,-1%
Cc1ccc(Oc2ncc(-c3ccc(Cl)cc3)cn2)cc1,13%,-1%,-3%,7%,1%[59 µM],3%,-13%,16%,-1%
COc1ccc(NS(=O)(=O)c2ccc(NC(=O)C3CC3)cc2)cc1,1%,-6%,-4%,-12%,39%,-1%,-23%,27%,-3%
O=C(c1cc2ccccc2oc1=O)N1CCN(c2ccc(F)cc2)CC1,-1%,·,-4%,-1%[57.1 µM],-2%[59 µM],-3%,-15%,-1%,-9%
O=C(N/N=C1/CC2CCC1C2)c1cc2ccccc2cc1O (stereo not given),6%,11%,-9%,-1%,9%,0%,-4%,-24%,-29%
COC(=O)c1cc(-c2ccccc2)sc1NC(=O)CN1C(=O)c2ccccc2C1=O,25%,-3%,-14%,-2%,10µM*,-5%,-10%,-1%,?
Cc1nc2scc(C)n2c(=O)c1S(=O)(=O)NCc1ccccc1,11%,39%,0%,-22%,-7%,-3%,-8%,-11%,-3%
CCNC(=O)C(=O)Nc1ccc(OC)c(Cl)c1,77%[activator],-5%,0%,-1%,3%,-8%,?,23%,4%
CCCN1CCN(CCCNC(=O)c2cnn(-c3ccc(F)cc3)c2-n2cccc2)CC1,10%,·,5%,-5%,-3%[59 µM],3%,-1%,9%,-14%
Cc1ccc(S(=O)(=O)N2[C@@H](c3ccc(Cl)cc3)C(C(=O)O)=CC[C@H]2c2ccc(C(C)C)cc2)cc1,-6%,1%,-38%,79µM*,15%[2.33 µM],·,?,·,-18%
Cc1cccc(C(=O)NNC(=O)c2ccccc2-n2cccc2)c1,-4%,-6%,1%,-20%,2%,-7%,-2%,-3%,-18%
C=CCNS(=O)(=O)c1nc(C)c(Cl)c(C)c1C#N,-4%,1%,-7%,-1%,4%[59 µM],-2%,-20%,-19%,4%
COc1ccccc1CNC(=O)CCC1N=C2c3ccccc3N=C(SCC(=O)Nc3ccc(N(C)C)cc3)N2C1=O (stereo not given),-10%,·,0%[60.1 µM],-36%,-43%[59 µM],2%,4%,60%,?
O=C(C1CC(=O)N(c2ccc(Cl)cc2)C1)N1CCOCC1 (stereo not given),31%[activator],54%[activator][12.4 µM],-2%,-2%,4%[59 µM],1%,-7%,-15%,1%
Cc1cc(C)n2c3c(c(C#N)c2n1)CCCC3,?,-3%,7%,4%,5%[59 µM],-3%,-7%,-21%,1%
O=[N+]([O-])c1ccc(/C=N/Nc2nc(N3CCCC3)nc(N3CCCC3)n2)o1,?,-11%,-15%,-5%,-10%[59 µM],-4%,-3%,?,-31%
COc1ccc(-n2c(=O)c3ccccc3n(CC(=O)NCCc3ccccc3)c2=O)c(OC)c1,-11%,·,0%,3%,11%[59 µM],-1%,-2%,-9%,-16%
Cc1ccc(CNC(=O)c2c(Nc3ccccc3C)sc(C(=O)c3ccc(F)cc3)c2N)cc1,4%,·,-8%[60.1 µM],?,?,-12%,-16%,6%,?
Cn1cnc([N+](=O)[O-])c1Sc1nnc(-c2cccnc2)n1C,12%,0%,10%,4%,-17%[2.33 µM],-2%,5%,6%,-18%
Cc1ccccc1-c1nnc2c3ccccc3c(C)nn12,26%,-1%,-3%,1%,-11%[59 µM],-15%,-18%,-17%,-2%
COc1ccc(/C=N/Nc2ncc(-c3ccccc3)cn2)c(OC)c1,25µM*,5%,-9%,-5%,-7%[59 µM],-19%,-27%,?,?
O=C(Cc1ccccc1)Nc1ccc(N2CCOCC2)cc1N1CCOCC1,15%,14%,-13%,5%,?,-1%,-10%,26%,-24%
CCc1ccc(N(C(=O)c2snc(C(N)=O)c2N)C(C(=O)NCC2CCCO2)c2cccs2)cc1 (stereo not given),7%,-7%,-8%,-21%,-22%,-8%,-22%,-9%,-27%
Cc1cccc(NS(=O)(=O)c2nnc(NC(=O)C3CCCCC3)s2)c1,-4%&14%,2%,8%&-6%,6.3µM*!,8.9µM*!,-4%&-8%,-8%&-20%,-10%&-2%,-15%
Cc1cc(C)c(NC(=O)Nc2csc3c2CCCC3)c(C)c1,2%,·,-3%,2%,-30%[59 µM],-2%,4%,40%,-14%
O=C(Nc1ccccc1Br)c1ccccc1-c1ccccc1,-3%,-3%,-14%,20%,60%[activator],-5%,-17%,15%,66%[activator]
